Bioassay records deposited in PubChem by Broad Institute.
BioA inh: inhibitors of Mycobacterium tuberculosis BioA enzyme. purified M. tuberculosis BioA enzyme, plate reader. inhibition, % at 9.99 µM. AID 602481. actives 0.096% (n = 360,000); in the data active = inhibition above about 40%
Starred values were filed as active, the others as inactive. This is a subset; rates above refer to the full screens.

#1 C[C@@H]1CN([C@H](C)CO)S(=O)(=O)c2ccc(C3=CCCCC3)cc2O[C@@H]1CN(C)Cc1ccncc1
  BioA inh: 0.4

#2 O=C(NC1CCCC1)N[C@@H]1C=C[C@H](CC(=O)N2CCOCC2)O[C@@H]1CO
  BioA inh: -0.8

#3 C[C@H](CO)N1C[C@H](C)[C@@H](CN(C)S(=O)(=O)c2cn(C)cn2)OCCCC[C@H](C)Oc2ccc(NC(=O)c3ccccc3)cc2C1=O
  BioA inh: 0.4

#4 Cc1ccc(S(=O)(=O)Nc2ccc3c(c2)C(=O)N([C@@H](C)CO)C[C@H](C)[C@H](CN(C)C(=O)Nc2ccccc2)OCCCC[C@H](C)O3)cc1
  BioA inh: -4.5

#5 C[C@H](CO)N1C[C@H](C)[C@@H](CN(C)C(=O)C2CCCCC2)Oc2cc(C#C[C@@H](C)O)ccc2S1(=O)=O
  BioA inh: 1.1

#6 CC(C)NC(=O)N(C)C[C@@H]1Oc2cc(-c3cncnc3)ccc2S(=O)(=O)N([C@H](C)CO)C[C@H]1C
  BioA inh: 0.5

#7 CN(C)CC(=O)Nc1ccc2c(c1)[C@H]1C[C@H](CC(=O)NCc3cc(F)ccc3F)O[C@@H](CO)[C@H]1O2
  BioA inh: 2.6

#8 CN1CCCCN2[C@H](CO)[C@H](c3ccc(C#Cc4ccccc4F)cc3)[C@@H]2C1
  BioA inh: -2.2

#9 C[C@@H]1CN([C@H](C)CO)C(=O)Cc2cc(NC(=O)NC3CCCCC3)ccc2O[C@@H]1CN(C)Cc1ccc(-c2ccccc2)cc1
  BioA inh: -2.3

#10 CC(=O)Nc1ccc2c(c1)C(=O)N(C)[C@@H]1CC[C@@H](CC(=O)NCC3CC3)O[C@@H]1CO2
  BioA inh: -1.2

#11 Cc1noc(C)c1S(=O)(=O)N(C)C[C@H]1OCCCC[C@H](C)Oc2ccc(NC(=O)c3ccccc3)cc2C(=O)N([C@H](C)CO)C[C@@H]1C
  BioA inh: -1.5

#12 O=C(C[C@H]1CC[C@H]2[C@@H](COC[C@@H](O)CN2C(=O)c2ccccc2F)O1)NCc1ccc(Cl)cc1
  BioA inh: -0.9

#13 OC[C@@H]1[C@H](c2ccc(C#CC3CC3)cc2)[C@H]2CN(CCC(F)(F)F)CCCCN12
  BioA inh: 3.4

#14 CO[C@@H]1CN(C)C(=O)c2cc(NC(=O)NC(C)C)ccc2OC[C@H](C)N(Cc2ccccn2)C[C@H]1C
  BioA inh: -0.3

#15 CCCNC(=O)N1[C@H](CO)[C@H](c2ccccc2)[C@H]1CNC(=O)c1cccc(F)c1
  BioA inh: 2.9

#16 CNC(=O)C[C@@H]1CC[C@H]2[C@@H](COC[C@H](O)CN2C(=O)Nc2ccc3c(c2)OCO3)O1
  BioA inh: 0.2

#17 COc1cccc(-c2ccc3c(c2)O[C@@H](CN(C)Cc2ccncc2)[C@@H](C)CN([C@H](C)CO)S3(=O)=O)c1
  BioA inh: -3.2

#18 CC(C)NC(=O)Nc1ccc2c(c1)CC(=O)N([C@H](C)CO)C[C@@H](C)[C@H](CN(C)C(=O)Nc1ccccc1)O2
  BioA inh: -2.9

#19 Cc1ccc(CN(C)C[C@@H]2OCc3cn(nn3)CCCC(=O)N([C@H](C)CO)C[C@@H]2C)cc1
  BioA inh: -0.9

#20 C[C@H]1CN([C@@H](C)CO)C(=O)c2cc(C#CC3CC3)cnc2O[C@@H]1CN(C)C(=O)Cc1ccccn1
  BioA inh: 1.7

#21 COCC#Cc1ccc2c(c1)O[C@H](CN(C)Cc1cncnc1)[C@H](C)CN([C@H](C)CO)S2(=O)=O
  BioA inh: -0.7

#22 C[C@@H]1CN([C@@H](C)CO)C(=O)c2cc(NC(=O)Cc3ccccc3)ccc2O[C@H]1CN(C)Cc1ccc(Oc2ccccc2)cc1
  BioA inh: -1.2

#23 CCC(=O)N1C[C@@H]2[C@H](c3ccccc31)[C@H](CO)N2C(=O)Nc1ccccc1
  BioA inh: -3.8

#24 C[C@H]1CN([C@@H](C)CO)S(=O)(=O)c2ccc(C#CC3CC3)cc2O[C@H]1CN(C)Cc1cccc(F)c1
  BioA inh: 2.0

#25 Cc1noc(C)c1NC(=O)N(C)C[C@H]1OCCCC[C@H](C)Oc2ccc(NS(=O)(=O)c3ccc(Cl)cc3)cc2C(=O)N([C@H](C)CO)C[C@@H]1C
  BioA inh: 1.4

#26 CN(C)CC(=O)N1[C@H](CO)[C@@H](c2ccc(C#CC3CCCC3)cc2)[C@@H]1C#N
  BioA inh: -2.7

#27 CN(C)C(=O)c1cccc(-c2ccc([C@@H]3[C@@H](C#N)N(C(=O)C4CC4)[C@H]3CO)cc2)c1
  BioA inh: 1.2

#28 C[C@H]1CN([C@@H](C)CO)C(=O)Cc2cc(NC(=O)CCC(F)(F)F)ccc2O[C@@H]1CN(C)C(=O)Nc1ccccc1
  BioA inh: 0.0

#29 Cc1cc(C(=O)Nc2ccc3c(c2)C(=O)N(C)[C@@H]2CC[C@H](CC(=O)NC4CCCC4)O[C@H]2CO3)no1
  BioA inh: 4.6

#30 Cc1ccc(S(=O)(=O)N(C)C[C@@H]2Oc3c(NC(=O)c4cc(C)nn4C)cccc3C(=O)N([C@@H](C)CO)C[C@H]2C)cc1
  BioA inh: -0.2

The listing continues.
| item | SMILES | BioA inh |
| --- | --- | --- |
| 31 | Cc1ccc(S(=O)(=O)N(C)C[C@@H]2OCCCC[C@@H](C)Oc3ccc(NC(=O)NC(C)C)cc3C(=O)N([C@@H](C)CO)C[C@H]2C)cc1 | -0.7 |
| 32 | C[C@H]1CN([C@@H](C)CO)C(=O)Cc2cc(NC(=O)Cn3cnnn3)ccc2O[C@H]1CN(C)Cc1ccc(Oc2ccccc2)cc1 | -1.6 |
| 33 | CCCNC(=O)N(C)C[C@H]1Oc2ncc(-c3cccc(C#N)c3)cc2C(=O)N([C@H](C)CO)C[C@H]1C | 1.4 |
| 34 | COc1cccc(S(=O)(=O)N2CCCCN3[C@@H](CO)[C@@H](c4ccc(C#CC(C)C)cc4)[C@@H]3C2)c1 | -3.9 |
| 35 | C[C@@H]1CN([C@H](C)CO)S(=O)(=O)c2ccc(-c3cccc(F)c3)cc2O[C@@H]1CN(C)S(C)(=O)=O | -1.6 |
| 36 | O=C1CSC2=NC3(CO)Oc4ccccc4[C@H]([C@H]3CO)N12 | -1.1 |
| 37 | C[C@@H]1CN([C@H](C)CO)C(=O)c2cc(NS(C)(=O)=O)ccc2O[C@@H]1CN(C)C(=O)Nc1ccc(F)cc1 | 0.2 |
| 38 | C[C@H](CO)N1C[C@H](C)[C@@H](CN(C)S(=O)(=O)c2cccs2)Oc2ccc(NS(=O)(=O)c3ccc(Cl)cc3)cc2CC1=O | -3.1 |
| 39 | COc1ccccc1-c1cnc2c(c1)C(=O)N([C@H](C)CO)C[C@@H](C)[C@@H](CN(C)C(=O)CC1CC1)O2 | -1.8 |
| 40 | O=C(Nc1ccc(F)cc1)N[C@@H]1CC[C@@H](CC(=O)N2CCCCC2)O[C@@H]1CO | -2.6 |
| 41 | CS(=O)(=O)Nc1ccc2c(c1)[C@@H]1C[C@H](CC(=O)NCC3CC3)O[C@@H](CO)[C@@H]1O2 | -0.1 |
| 42 | COc1cccc(NC(=O)Nc2ccc3c(c2)OC[C@@H](C)NC[C@@H](C)[C@H](OC)CN(C)C3=O)c1 | 1.8 |
| 43 | CO[C@@H]1CC[C@@H]2CCOc3c(C#N)cccc3C(=O)N(C)C[C@@H](OC)[C@H](C)C(=O)N(C)C[C@@H]1O2 | -1.3 |
| 44 | CC(C)C#Cc1ccc2c(c1)O[C@@H](CN(C)Cc1cccnc1)[C@H](C)CN([C@@H](C)CO)S2(=O)=O | 4.1 |
| 45 | C[C@H]1CN([C@@H](C)CO)C(=O)c2cc(NC(=O)CCN3CCOCC3)ccc2O[C@@H]1CN(C)S(=O)(=O)c1ccccc1 | 0.5 |
| 46 | O=S(=O)(c1ccc(F)cc1)N1CCCCN2[C@H](C1)[C@H](c1ccc(-c3ccccc3)cc1)[C@@H]2CO | -2.1 |
| 47 | C[C@@H]1CN([C@H](C)CO)S(=O)(=O)c2ccc(C3=CCCCC3)cc2O[C@H]1CN(C)Cc1ccncc1 | -0.4 |
| 48 | COc1ccc(-c2ccc3c(c2)O[C@@H](CN(C)C(=O)c2ccccc2F)[C@H](C)CN([C@@H](C)CO)S3(=O)=O)cc1 | -0.6 |
| 49 | C[C@@H]1CN([C@@H](C)CO)C(=O)c2cc(NC(=O)c3ccncc3)ccc2O[C@@H]1CN(C)Cc1ccc(Oc2ccccc2)cc1 | -0.4 |
| 50 | Cc1noc(C)c1S(=O)(=O)Nc1cccc2c1O[C@@H](CN(C)Cc1ccccc1)[C@@H](C)CN([C@@H](C)CO)C2=O | -1.6 |
| 51 | C[C@H]1CCCCO[C@H](CN(C)Cc2ccc3c(c2)OCO3)[C@@H](C)CN([C@@H](C)CO)C(=O)c2cc(NC(=O)c3ccncc3)ccc2O1 | 1.1 |
| 52 | C[C@H](CO)N1C[C@H](C)[C@H](CN(C)C(=O)c2ccccn2)Oc2ncc(C#Cc3ccccn3)cc2C1=O | -0.4 |
| 53 | COCC(=O)N1C[C@@H](C)[C@H](OC)CN(C)C(=O)c2ccc(NC(=O)NC(C)C)cc2OC[C@H]1C | -3.1 |
| 54 | CC(C)NC(=O)N1[C@@H](CO)[C@@H](c2ccccc2)[C@@H]1CNC(=O)CN(C)C | -2.3 |
| 55 | C[C@@H]1CN([C@H](C)CO)C(=O)c2cccc(NC(=O)c3cnccn3)c2O[C@@H]1CN(C)C(=O)Nc1cccc2ccccc12 | 0.7 |
| 56 | CCS(=O)(=O)NCC[C@@H]1CC[C@@H](NS(=O)(=O)c2cccc(Cl)c2)[C@@H](CO)O1 | 2.8 |
| 57 | C[C@@H]1CN([C@@H](C)CO)C(=O)c2cc(C#Cc3ccccc3)cnc2O[C@H]1CN(C)C(=O)c1ccccn1 | -1.0 |
